Screening data deposited in PubChem BioAssay by several laboratories.
CHRM1 antagonist: antagonists of human M1 muscarinic receptor; P11229; CHO-K1 hM1, Fluo-8 calcium fluorescence, ACh EC80 antagonist; inhibition, % at 3 µM; 360,000 compounds, 1.3% hits;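 active = percent inhibition above its own plate's cutoff, namely the mean of that plate's compound wells plus 3 SD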;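 note: peak over basal fluorescence ratio during 140 s after agonist addition; 0% = ACh EC80 plus DMSO and 100% = DMSO alone without agonist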
M1 PAM: positive allosteric modulators of human M1 muscarinic receptor | P11229 | CHO-K1 hM1, Fluo-8 calcium fluorescence, ACh EC20; 0% = ACh EC20, 100% = maximal ACh | activation, % at 3 µM | 360,000 compounds, 0.088% hits; in the data active = activation above about 19%, passing the limit was not always enough
CHRM5 antagonist: antagonists of human muscarinic M5 receptor (CHRM5); CHO-hM5 cells, Fluo-8 calcium fluorescence, ACh EC80; AID 624040; inhibition, % at 3 µM; 360,000 compounds, 0.59% hits;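 active = inhibition above a per-plate cutoff, the mean of that plate's test compounds plus 3 SD, cut at about 27% in these data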;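 note: 0% = acetylcholine EC80 with DMSO and 100% = DMSO without agonist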
Target sequence (P08912 whole entry, looked up): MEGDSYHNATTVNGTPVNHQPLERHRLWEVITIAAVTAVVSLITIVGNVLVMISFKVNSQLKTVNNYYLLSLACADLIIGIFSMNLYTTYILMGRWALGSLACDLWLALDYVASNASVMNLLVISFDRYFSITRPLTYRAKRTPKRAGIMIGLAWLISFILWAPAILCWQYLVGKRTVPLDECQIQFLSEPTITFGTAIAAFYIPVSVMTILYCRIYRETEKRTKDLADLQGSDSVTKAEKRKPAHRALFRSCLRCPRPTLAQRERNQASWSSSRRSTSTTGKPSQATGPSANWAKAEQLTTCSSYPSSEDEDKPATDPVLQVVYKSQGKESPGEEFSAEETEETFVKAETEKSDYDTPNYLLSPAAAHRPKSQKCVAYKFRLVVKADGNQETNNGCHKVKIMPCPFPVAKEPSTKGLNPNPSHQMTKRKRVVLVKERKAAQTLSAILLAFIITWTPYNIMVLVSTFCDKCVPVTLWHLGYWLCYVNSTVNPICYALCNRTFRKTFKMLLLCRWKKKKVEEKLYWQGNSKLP
M5 ag: agonists of human muscarinic M5 receptor (CHRM5). CHO-K1 hM5 cells, Fluo-8 calcium fluorescence; 0% DMSO wells, 100% maximal acetylcholine response. activation, % at 3 µM. 360,000 compounds, 0.19% hits. AID 624037;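 active = activation above the run's mean over test compounds plus 3 SD, cut at about 23% in these data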;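 note: signal is peak over basal fluorescence ratio across the kinetic read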
CHRM4 antagonist: blocks acetylcholine activation of human M4 receptor; P08173; CHO-hM4 cells, ACh EC80, Fluo-8 calcium fluorescence; inhibition, % at 3 µM; 360,000 compounds, 0.73% hits; AID 624125;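 active = inhibition above its plate's cutoff, the mean inhibition of sample wells plus 3 SD, cut at about 27% in these data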;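 note: 0% = acetylcholine EC80 with DMSO and 100% = DMSO without agonist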
Target sequence (P08173 whole entry, looked up): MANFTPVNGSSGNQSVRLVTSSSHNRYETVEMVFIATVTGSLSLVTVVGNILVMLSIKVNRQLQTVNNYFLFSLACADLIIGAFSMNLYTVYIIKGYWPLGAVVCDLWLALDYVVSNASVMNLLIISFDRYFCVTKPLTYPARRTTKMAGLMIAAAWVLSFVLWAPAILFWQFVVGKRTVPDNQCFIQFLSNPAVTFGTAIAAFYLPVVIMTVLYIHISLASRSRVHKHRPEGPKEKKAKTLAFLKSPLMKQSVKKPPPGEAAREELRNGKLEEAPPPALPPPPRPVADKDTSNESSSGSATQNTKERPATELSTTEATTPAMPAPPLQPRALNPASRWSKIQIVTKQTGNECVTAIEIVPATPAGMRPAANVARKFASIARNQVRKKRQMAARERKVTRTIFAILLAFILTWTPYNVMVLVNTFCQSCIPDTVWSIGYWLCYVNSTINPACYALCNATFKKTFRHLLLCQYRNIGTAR
CHRM4 PAM: potentiates acetylcholine response at human M4 receptor; CHO-K1 hM4/Gqi5, Fluo-8 calcium fluorescence, ACh EC20; 0% = ACh EC20, 100% = maximal ACh; activation, % at 3 µM; 360,000 compounds, 0.4% hits;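 active = activation above its plate's cutoff, the mean activation of sample wells plus 3 SD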; note: some results filed as inactive read as strong as hits
CHRM5 PAM: CHRM5 positive allosteric modulation; 360,000 compounds, 0.3% hits; activation, % at 3 µM; P08912; CHO-K1 hM5, Fluo-8 calcium, ACh EC20 PAM; 0% = ACh EC20, 100% = ACh EC100; AID 624038;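 active = activation above the run cutoff, the mean activation of all test compounds plus 3 SD, cut at about 18% in these data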
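system = human M5 receptor in CHO-K1 cells | reagent = EC20 acetylcholine as agonist stimulus | compound dosing = single-point, 3 µM nominal | incubation = Fluo-8 loading 80 min at 37 °C plus 30 min room temperature | detection = Fluo-8 calcium dye fluorescence, kinetic read | benchmarks = low control EC20 acetylcholine (0%), high control EC100 acetylcholine (100%)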
CHRM4 agonist: CHRM4 agonism in calcium assay; CHO-K1 hM4/Gqi5, Fluo-8 calcium fluorescence; vehicle 0%, full acetylcholine response 100%; activation, % at 3 µM; 360,000 compounds, 0.14% hits; AID 624127;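 active = activation above the run mean over all test wells plus 3 SD, cut at about 32% in these data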;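 note: peak over basal fluorescence ratio per well then scaled between controls; 0% = DMSO wells and 100% = acetylcholine at EC100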
CRFR2-BP ag: agonists of human CRF-binding protein/CRF-R2 receptor complex; HEK293 CRF-R2/CRF-BP, calcium dye fluorescence (FLIPR); percent of saturating CRF peptide response; activation, % at 13.2 µM; 350,000 compounds, 0.46% hits; AID 588473;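 active = activation of at least 50%, plus an integration ratio under a set limit after plate pattern correction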;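 note: plate controls were neutral control wells without compound for no effect and CRF at EC100 for full effect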
Active calls of the source: *; nt = no result given; & = joins results of further samples.

SMILES	CHRM1 antagonist	M1 PAM	CHRM5 antagonist	M5 ag	CHRM4 antagonist	CHRM4 PAM	CHRM5 PAM	CHRM4 agonist	CRFR2-BP ag
COc1ccc(Nc2nc(N)nc(CSc3nncn3C)n2)cc1	-12	9	-3	4	1	26	14	1	10
COc1cc(C(=O)NCc2ccc(OCCN(C)C)cc2)cc(OC)c1OC	-20	0	-4	0	-8	-1	-1	0	-0.3
C[C@@H]1CC=C[C@H]2[C@H]1C(=O)N(Cc1ccccc1)[C@H]2c1ccc(F)c(-c2ccc(N(C)C)cc2)c1	-11	2	-1	4	-15	1	5	2	0.1
O=C(CCC1CCCN(C(=O)c2ccc(F)c(F)c2)C1)N1CCN(c2ccccn2)CC1 (stereo unspecified)	-14	10	6	1	-3	1	1	3	-0.8
COc1ccc(OC)c(S(=O)(=O)Nc2ccccc2SC)c1	-2	8	1	-2	5	4	-3	0	-1.2
O=C(NCc1ccc2c(c1)OCO2)C12CN(Cc3ccccc3)CC1C(c1cccc([N+](=O)[O-])c1)=NO2 (stereo unspecified)	-1	1	0	3	2	-1	6	2	0.4
CN(C)/C(=N\S(=O)(=O)c1ccc(Cl)cc1)c1ccc(F)cc1	-4	9	7	1	4	0	-2	2	-0.6
CN(C)C(=O)COC(=O)c1ccccc1NC(=O)c1ccco1	0	4	5	-1	-13	13	6	1	0.7
CCOc1ccc(N2C(=O)CN=C2Nc2ccccc2Cl)cc1	-5	0	-7	-3	-17	12	3	-1	-1.2
CCCn1c(N)c(N(CCOC)C(=O)C2CCCC2)c(=O)[nH]c1=O	-8	11	13	1	-3	7	-5	0	0.2
COc1ccc(OCc2cc(C(=O)NCCCc3ccccc3)no2)c(Cl)c1	20	-15	7	-5	-2	-9	-11	1	2.0
O=C(CNC(=O)c1cccc([N+](=O)[O-])c1)OCCCC(=O)c1ccc(F)cc1	12	-10	22	1	15	-8	-11	11	0.1
Cc1ccc(S(=O)(=O)N2CCN(C(=O)CSc3nnnn3C)CC2)c(C)c1	-9	7	3	-4	3	-7	0	0	0.6
C#CCOCCOCCOCCNc1nc(N2CCN(C(=O)[C@H](CCCCN)n3cc([C@@H](N)CO)nn3)CC2)nc(N2CCN(C(=O)[C@H](CCCCN)n3cc([C@@H](N)CC(C)C)nn3)CC2)n1	-1	11	8	4	-10	18	2	1	-0.9
C=CCN(c1ccccc1)S(=O)(=O)c1cccc(C(=O)N2CCN(c3ncccn3)CC2)c1	1	-3	5	2	-3	-3	-9	19	-3.1
O=C(COC(=O)c1ccccc1NC(=O)c1ccco1)Nc1ccc2c(c1)OC(F)(F)O2	-5	4	2	5	-6	8	-1	0	-0.3
CC(=O)Nc1ccc(NC(=O)C2CCN(c3ccc(C(F)(F)F)cn3)CC2)cc1	-2	-5	2	0	-6	7	-7	2	-0.8
O=C(Nc1ccccc1F)C1CCN(C(=O)NC2CCCCC2)CC1	-7	8	16	3	11	-2	-1	2	-2.0
COc1ccc(S(=O)(=O)N/N=C(/C)c2ccc(C)o2)cc1	-17	9	0	2	-2	0	3	1	-2.0
CC1(c2cccc(Br)c2)NC(=O)N(CC(=O)Nc2ccc3c(c2)OCO3)C1=O (stereo unspecified)	2	-1	15	4	0	-3	-6	7	3.9
Cc1ccc(-c2noc(CNS(=O)(=O)c3ccccc3)n2)cc1	6	-3	1	-2	0	-9	-8	3	-1.7
C=CCN(c1cccc(C(F)(F)F)c1)S(=O)(=O)c1cccc(C(=O)OCC(=O)NC(N)=O)c1	4	1	-3	-6	-3	5	-3	-3	1.8
CC(C)(C)OC(=O)N1CCC(NC(=O)c2nc[nH]c2C(=O)NCc2ccccc2)CC1	3	-4	13	-6	-1	-2	1	6	0.4
O=C(NC1CC1)C1=C[C@H](c2coc3ccccc3c2=O)C[C@H](OCc2ccc(CO)cc2)O1	-2	-3	14	1	-1	2	-8	6	-1.8
CC1CCCCN1C(=O)NC1CC(=O)N(c2ccc3c(c2)OCCO3)C1 (stereo unspecified)	-14	11	6	4	-3	3	2	2	1.0
O=C(Nc1ccc(Cl)c(C(F)(F)F)c1)C(=O)N1CCCCC1	-2	2	4	0	8	-5	0	4	-1.1
CCN(CC)S(=O)(=O)c1ccc(NC(=O)Cn2c(=O)sc3ccccc32)cc1	-5	1	3	4	7	-8	-7	4	0.8
CN(CCOc1ccc(Cl)cc1)C(=O)c1cccc(S(=O)(=O)N2CCN(c3ccc(F)cc3)CC2)c1	28	-7	17	5	11	-3	-12	14	0.2
CC(C)c1ccc(-n2cccc2/C=C2/C(=N)N3C=CSC3=NC2=O)cc1	23	-11	10	-3	11	-28	-16	7	-0.3
CCOc1ccc2ccccc2c1C1NC(=O)NC(C)=C1C(=O)OCCOC (stereo unspecified)	-10	7	2	2	0	-1	-2	0	-1.7
CCCOc1ccc(N2CC(C(=O)Nc3ccccn3)CC2=O)cc1 (stereo unspecified)	-18	4	2	1	-8	-1	0	2	-0.8
CCCN(C)C1CN(Cc2cn(Cc3ccccc3)nn2)S(=O)(=O)C1 (stereo unspecified)	nt	nt	-17	-1	-17	21	4	0	nt
COCCNC(=O)NC(=O)CN1CCN(C(c2ccccc2)c2ccccc2)CC1	-5	7	1	-5	0	-6	1	0	-0.2
O=C(C1CCCCC1)N1CCN(S(=O)(=O)c2ccc(Cl)cc2)CC1	-30	2	-6	5	-8	6	-6	4	0.3
Cc1ccc2c(NC(=O)c3ccc(Br)o3)cccc2n1	-12	7	13	-4	3	0	-4	3	-0.2
c1ccc2c(c1)OCCOCCOc1ccccc1OCCOCCO2	6	-8	14	4	6	-9	-17	14	-2.2
COc1cc(-c2nc3n(n2)C(c2ccncc2)C(C(N)=O)=C(C)N3)cc(OC)c1OC (stereo unspecified)	-5	4	10	-6	1	-1	-1	0	0.6
COc1cccc(CNC(=O)CSc2nc3c(oc4ccccc43)c(=O)n2CC2CCCO2)c1 (stereo unspecified)	1	-2	6	0	-11	1	-5	3	0.0
O=C(/C=C/c1cccs1)c1cc(F)ccc1OC(=O)N1CCOCC1	-11	-3	1	-3	-12	-4	-4	4	-1.8
COc1ccc(Cl)cc1C(=O)Nc1ccc2nc3n(c(=O)c2c1)CCCC3	-9	9	0	-2	-5	4	-1	3	0.3
COC(=O)N1[C@H](C)C=C[C@]1(Cc1ccccc1)C(=O)NCCCNc1ncc(C(F)(F)F)cc1Cl	-4	6	13	0	-3	3	-6	1	2.5
CCOc1ccc(S(=O)(=O)N2CCCCC2)cc1NC(=O)CN1C(=O)NC(C)(c2ccccc2)C1=O (stereo unspecified)	-5	6	-4	0	3	-2	4	3	1.2
CC(Sc1ccc(Cl)cc1)C(=O)NCc1ccc2c(c1)OCO2 (stereo unspecified)	-3	2	-3	-6	-10	3	2	0	-0.7
NC(=O)C1(Nc2ccc(-c3ccccc3)cc2)CCCC1	0	-2	5	4	-3	-2	-1	3	-3.7
O=C1N(c2ccccc2C(F)(F)F)OC1(Cc1ccccc1)c1ccccc1 (stereo unspecified)	-10	13	1	-5	-5	10	1	-1	-0.6
O=C(OC(C(=O)NCc1ccc2c(c1)OCO2)c1ccncc1)c1ccc(Cl)nc1 (stereo unspecified)	-28	6	-3	-1	2	5	2	0	-1.6
Cc1nc2cc(NC(=O)Nc3ccccc3Cl)ccc2n1C	1	0	10	0	-1	4	-2	1	-0.4
CCC(=O)Nc1nc2c(OC)ccc(OC)c2s1	-7	0	2	1	-14	1	-3	1	-0.9
Cc1nn(CC#N)c(=O)n1-c1ccc(Cl)cc1	2	3	8	-2	-5	3	0	0	-2.4
COCCCNC(=O)C(C)N1c2cccc3cccc(c23)S1(=O)=O (stereo unspecified)	10	-7	-6	3	-11	1	7	0	0.6
COc1cc(CN2CCCC(CO)(Cc3ccccc3)C2)ccc1O (stereo unspecified)	-2	11	2	-17	7	0	9	1	-1.6
Cc1cc(OCC(O)CN2CCN(C)CC2)ccc1C(C)C (stereo unspecified)	-6&-5	4&7	12&7	-6&-10	-3&1	3&9	8&0	2&0	-0.1&-1.6
CN(CCc1ccccn1)C(=O)CCNC(=O)Cn1cnc2ccccc2c1=O	2	0	6	2	-13	19*	1	2	-0.4
Cn1c(NC(=O)C[n+]2cc(-c3ccc(F)cc3)n3c2CCC3)cc(=O)n(C)c1=O	-6	0	5	-4	2	3	-5	1	-2.0
O=C1OCCC1Sc1nnc(-c2cccc(Br)c2)o1 (stereo unspecified)	0	2	-3	-2	2	-4	0	1	-0.2
CCCCCc1cc(=O)[nH]c(=S)[nH]1	7	0	-4	-2	-5	-5	0	1	-0.8
Cc1cc(C(=O)N2CCC2(C)C(=O)NS(=O)(=O)c2ccc(Cl)cc2)nn1C (stereo unspecified)	-27	14	-1	0	0	0	-5	0	nt
COc1ccc(C2/C(=C(/O)c3ccc(C)cc3)C(=O)C(=O)N2c2ccccn2)cc1 (stereo unspecified)	1	0	-2	-5	-7	8	-1	2	-0.7
CC1CCCC(C)N1S(=O)(=O)c1ccc(NC(=O)c2ccccc2C(=O)N2CCOCC2)cc1 (stereo unspecified)	-7	4	6	1	-13	2	-8	10	-2.3
COc1ccc(C(CC(=O)N2CCCCC2)c2c(O)cc(OC)cc2OC)cc1 (stereo unspecified)	-4	6	8	-6	5	6	2	-1	-2.0
Next part:
SMILES	CHRM1 antagonist	M1 PAM	CHRM5 antagonist	M5 ag	CHRM4 antagonist	CHRM4 PAM	CHRM5 PAM	CHRM4 agonist	CRFR2-BP ag
O=C1C(=O)N(CC2CCCO2)C(c2ccccc2[N+](=O)[O-])/C1=C(/O)c1ccccc1 (stereo unspecified)	-3	10	-4	3	2	6	14	0	2.4
O=C(Nc1ccccc1-c1nnn(CC(=O)N2CCOCC2)n1)c1ccc(F)cc1	13	1	20	0	-9	0	-8	5	0.1
O=c1c(C(c2ccc(Cl)cc2)c2c(O)nc3n(c2=O)CCS3)c(O)nc2n1CCS2	-19	14	1	4	6	17	8	0	-0.7
CSc1ccc(S(=O)(=O)Nc2ccccc2C(=O)N2CCOCC2)cc1	-9	10	8	-3	5	-3	-4	1	-1.9
O=C(NC1(C(F)(F)F)NC(=O)N(CC2CCCCC2)C1=O)c1ccco1 (stereo unspecified)	-3	6	3	5	7	2	0	1	0.1
COc1ccc(Cl)cc1C(=O)Nc1ccc(CN2CCCCC2)cc1	-2	3	-9	-10	8	-3	2	1	-1.2
Cc1ccc(N(CC(=O)NCC2CCCO2)C(=O)CCC(=O)Nc2ccccn2)cc1 (stereo unspecified)	-5	13	-2	-3	-5	2	6	1	-2.3
O=C1C(Cl)=C(N2CCC(C(=O)O)CC2)C(=O)c2ccccc21	-2	2	5	-1	1	-16	-5	0	-0.2
Cc1nn(-c2ccccc2)c(Cl)c1C(=O)N1CCN(c2ncnc3c2cnn3-c2ccccc2)CC1	16	-4	1	5	12	-3	-13	20	0.9

Part of the list above, set out differently:
mol | CHRM1 antagonist | M1 PAM | CHRM5 antagonist | M5 ag | CHRM4 antagonist | CHRM4 PAM | CHRM5 PAM | CHRM4 agonist | CRFR2-BP ag
Cc1ccc(N(CC(=O)NCC2CCCO2)C(=O)CCC(=O)Nc2ccccn2)cc1 (stereo unspecified) | -5 | 13 | -2 | -3 | -5 | 2 | 6 | 1 | -2.3
O=C1C(Cl)=C(N2CCC(C(=O)O)CC2)C(=O)c2ccccc21 | -2 | 2 | 5 | -1 | 1 | -16 | -5 | 0 | -0.2

Compounds as they come. Share with any hit: about 2.8%.
